VIM-2 inh = inhibitors of Pseudomonas aeruginosa VIM-2 metallo-beta-lactamase. purified VIM-2, nitrocefin hydrolysis, epi-absorbance fluorescence. inhibition, % at 5.6 µM. hit rate 0.89% among 290,000;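 active means inhibition above the mean of all tested compounds plus 3 SD, cutoff set per screening run, cut at about 7.5% in these data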;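 further: red hydrolysis product quenches plate fluorescence so inhibitors raise well fluorescence; 0% = enzyme with DMSO and 100% = DMSO without enzyme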
MEKK3 PB1 HTS = MEKK3-MEK5 PB1 interaction, increase or decrease | bead-based flow cytometry, Alexa488-MEK5 binding to MEKK3; actives lie on both sides; 0 = blocked by unlabeled MEK5, 100 = vehicle | binding response (% of control), % at 10 µM | Q99759 | hit rate 1.4% among 290,000;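 active means binding response more than 3 SD above or below the average of its plate-row segment, actives on both sides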;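 further: Alexa488 bead fluorescence after subtracting the streptavidin-only scavenger bead signal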
Target sequence (Q99759 whole entry, looked up): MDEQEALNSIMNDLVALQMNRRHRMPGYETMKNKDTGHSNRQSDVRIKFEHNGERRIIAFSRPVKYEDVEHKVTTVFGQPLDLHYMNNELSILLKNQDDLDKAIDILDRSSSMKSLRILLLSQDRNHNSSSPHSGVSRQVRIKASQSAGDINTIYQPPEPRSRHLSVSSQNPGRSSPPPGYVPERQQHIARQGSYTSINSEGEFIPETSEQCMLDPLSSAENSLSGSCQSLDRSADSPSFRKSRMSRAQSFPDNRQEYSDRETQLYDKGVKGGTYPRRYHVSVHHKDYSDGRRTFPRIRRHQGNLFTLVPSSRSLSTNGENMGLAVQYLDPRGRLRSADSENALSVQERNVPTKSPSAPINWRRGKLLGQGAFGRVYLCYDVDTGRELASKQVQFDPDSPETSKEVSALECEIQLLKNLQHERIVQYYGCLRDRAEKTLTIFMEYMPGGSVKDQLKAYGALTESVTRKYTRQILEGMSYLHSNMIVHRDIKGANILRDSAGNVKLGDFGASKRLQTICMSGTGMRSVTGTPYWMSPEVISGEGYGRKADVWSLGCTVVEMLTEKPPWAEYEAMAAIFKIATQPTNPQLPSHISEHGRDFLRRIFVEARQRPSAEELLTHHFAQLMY
IDE act = IDE (human) activation, cell-based; AID 493087; hit rate 0.073% among 340,000; HEK cells, FAbeta-B cleavage, fluorescence polarization; 0% vehicle, 100% cell-free pure enzyme wells; P14735; activation, % at 5.96 µM;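 active means activation above the mean of all tested compounds plus 3 SD, set per screening campaign, cut at about 17% in these data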
FID counter = displaces DNA intercalator in HCV helicase counter-screen | DNA fluorescent intercalator displacement, fluorescence | inhibition, % at 7.9 µM | hit rate 0.17% among 290,000 | AID 1845; in the data active means inhibition above about 37%;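 further: 0% = vehicle and 100% = reference compound; higher means more ethidium bromide displaced from hairpin DNA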
p-CIP stab down = p/CIP protein destabilization; F442A p/CIP-EGFP cells, EGFP fluorescence, 16 h; decrease of EGFP signal, % at 10 µM; hit rate 0.01% among 290,000; Q05BA5; AID 1984;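 active means EGFP signal decrease of at least 30% at 10 µM or well 3 SD below plate mean, unless failing retest; inactive means the rest, including hits failing retest or dose response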; further: some compounds called inactive have numbers as strong as hits; many of its hits are not listed in these tables
HCV NS3 hel inh = HCV NS3 helicase inhibition; AID 1800; NS3 helicase DNA unwinding, Cy5 molecular beacon fluorescence; hit rate 0.56% among 290,000; inhibition, % at 10.9 µM;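 active means inhibition above the mean of all tested compounds plus 3 SD, set per campaign, cut at about 35% in these data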;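 further: 0% = DMSO wells and 100% = thioflavine S control wells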
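Control set: DMSO versus 110 µM thioflavine S; Material: NS3 helicase fragment of HCV; Measured by: Cy5 fluorescence at 0 and 60 min, beacon hairpin quenching; Read-out basis: percent inhibition from t60/t0 fluorescence ratio; Times: reaction time 60 min, 25 °C; Repeats: single replicate; Compound dosing: single dose, 10.9 µM nominal final, DMSO 0.8% final.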
IMP-1 inh = blocks Pseudomonas aeruginosa IMP-1 metallo-beta-lactamase; purified IMP-1, nitrocefin hydrolysis, epi-absorbance fluorescence; inhibition, % at 5.6 µM; hit rate 0.45% among 290,000;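 active means inhibition above the mean plus 3 SD of all compounds in the same screening run, cut at about 4.5% in these data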;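 further: 0% = IMP-1 with DMSO and 100% = DMSO wells lacking enzyme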
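System: purified IMP-1; amount: IMP-1 0.2 nM before substrate addition; compound: single dose, 5.6 µM; times: 25 °C, 15 min preincubation, 25 min reaction; signal: Epi-absorbance via hydrolysed-nitrocefin quenching of white-plate fluorescence, 480/530 nm, EDTA stop; benchmarks: DMSO with and without IMP-1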
SUMO HTRF inh = inhibitors of human SUMOylation (UBC9); HTRF SUMOylation assay, SAE1/SAE2 + UBC9, in vitro; inhibition, % at 35 µM; hit rate 0.36% among 290,000; in the data active means inhibition above about 50%, passing the limit was not always enough; further: strong numbers were not always called active
Target sequence (P63279 whole entry, looked up): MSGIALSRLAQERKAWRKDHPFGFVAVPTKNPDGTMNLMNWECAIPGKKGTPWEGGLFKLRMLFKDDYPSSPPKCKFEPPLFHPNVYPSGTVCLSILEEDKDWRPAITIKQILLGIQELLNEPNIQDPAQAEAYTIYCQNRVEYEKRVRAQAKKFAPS
PHOSPHO1 block = PHOSPHO1 (human) inhibition; Q8TCT1; inhibition, % at 13.3 µM; recombinant PHOSPHO1, absorbance phosphatase assay; hit rate 1.1% among 290,000; in the data active means inhibition above about 60%
Target sequence (Q8TCT1 whole entry, looked up): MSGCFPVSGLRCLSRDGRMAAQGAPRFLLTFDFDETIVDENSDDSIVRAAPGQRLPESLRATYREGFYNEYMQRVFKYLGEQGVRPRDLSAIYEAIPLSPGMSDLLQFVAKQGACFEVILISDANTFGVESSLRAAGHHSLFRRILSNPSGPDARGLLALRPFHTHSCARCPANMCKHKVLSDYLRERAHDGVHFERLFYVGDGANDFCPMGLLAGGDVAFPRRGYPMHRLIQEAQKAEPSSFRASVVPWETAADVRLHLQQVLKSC
The depositor's hits bear a star; . = not tested or not shown; [ ] = another dose, or the depositor's remark. Not all compounds are listed. The share of hits here may be higher or lower than overall.

SMILES | VIM-2 inh | MEKK3 PB1 HTS | IDE act | FID counter | p-CIP stab down | HCV NS3 hel inh | IMP-1 inh | SUMO HTRF inh | PHOSPHO1 block
CNC(=O)c1nn(-c2ccccc2)ccc1=O | -1.9 | 106 | -4 | 3 | -3 | -11 | -1.1 | 0 | 32
Cc1ccc(-n2c(Cn3c(C)nc4ccccc43)n[nH]c2=S)cc1 | -2.9 | 98 | -3 | 1 | -16 | 2 | -1.3 | 15 | 11
COC(=O)c1ccccc1NC(=O)c1ccc(-c2ccccc2F)o1 | -0.5 | 100 | 3 | -1 | 0 | 1 | 1.3 | 8 | -27
COC(=O)C(Cc1ccc(O)cc1)N1Cc2ccccc2C1=O (stereo not given) | -3.1 | 93 | 1 | -7 | -17 | -6 | -1.8 | 14 | .
O/N=C/c1ccc(-c2cc(Cl)ccc2Cl)o1 | -0.1 | 96 | 5 | -4 | -3 | 5 | -1.5 | 12 | 9
Cc1cc(C)cc(OCC(=O)N(Cc2cccs2)C2CCS(=O)(=O)C2)c1 (stereo not given) | -2.2 | 102 | 3 | -31 | -4 | 2 | -1.7 | 22 | -27
CCOC(=O)c1nn(C23CC4CC(CC(C4)C2)C3)c2c1C(=O)N(c1ccc(C)cc1)C2=O | -2.8 | 66 | 4 | -16 | -7 | -2 | 0.2 | 10 | 10
COCC(C)N1CCC(n2nccc2NC(=O)CCOc2ccccc2)CC1 (stereo not given) | -0.7 | 104 | 0 | 0 | -12 | 5 | -3.3 | 11 | 4
Cc1ccc(Nc2c([N+](=O)[O-])c(=O)n(C)c3ccccc23)cc1C | -0.1 | 101 | 3 | 0 | 2 | -6 | -0.5 | 14 | -8
CCOC(=O)C1=C(O)C(=O)N(c2ccccc2)C1c1cccc([N+](=O)[O-])c1 (stereo not given) | -1.1 | 89 | 3 | -27 | -11 | 10 | -0.5 | 22 | 13
Cc1cccc(OCC(=O)NNC(=O)C2CCCCC2C(=O)O)c1 (stereo not given) | -5.5 | 95 | 1 | -6 | -11 | -1 | -2.8 | 8 | -23
COc1cc(OC)c(Cl)cc1N | -2.8 | 99 | 0 | -6 | -15 | 3 | -1.9 | 3 | -24
CCOC(=O)c1c(C)n(C)c2ccc(OCC(O)CN3CCC(C)CC3)cc12 (stereo not given) | 7.9* | 102 | 6 | 11 | -14 | -6 | -2.5 | 16 | 9
Cc1ccc(CNC(=O)c2cn(C3CCCC3)c(=O)c3c2c2ccccc2n3C)o1 | -0.4 | . | . | -6 | -1 | -4 | -1.3 | 9 | -26
NC(=O)c1ccsc1NC(=O)COC(=O)Cc1cccc2ccccc12 | 0.0 | 102 | 1 | -10 | -21 | -4 | -1.1 | 2 | -2
Cc1ccnc(NS(=O)(=O)c2ccc(Cl)nc2)c1 | -3.9 | 101 | 0 | 1 | -14 | 17 | -2.3 | 6 | 37
O=C(CN1CCN(c2ccccc2O)CC1)NC(c1ccccc1)c1ccccc1 | -3.1 | 108 | -1 | -22 | -14 | -11 | -4.3 | -11 | -3
CC12CCC(=O)N1C(C(=O)OCC(=O)Nc1ccc(Cl)c(Cl)c1)CS2 (stereo not given) | -2.1 | 104 | 3 | -14 | -16 | 6 | -2.6 | 3 | 48
O=C(NNC(=O)c1c(F)cccc1F)c1ccccc1-n1cccc1 | -2.6 | 102 | 8 | -7 | -10 | -6 | -3.1 | -1 | 16
Cc1nc(CSc2nsc(/C=C/N(C)C)c2C#N)cs1 | -0.4 | 99 | -7 | -17 | -1 | 33 | -2.0 | 11 | -28
Cc1ccc(Sc2nc(C)cc(C)c2S(C)(=O)=O)cc1 | -4.9 | 82*[inhibitor] | -2 | -11 | -15 | 4 | -2.4 | 4 | 33
CCOc1ccc(CCNC(=O)c2cc3sc(Cl)cc3n2C)cc1OCC | -3.4 | 103 | 2 | -5 | -9 | 0 | 1.9 | -2 | 20
Cc1ccc(C)c(NS(=O)(=O)c2cc(Br)cnc2N)c1 | -2.8 | 99 | 2 | -5 | 4 | 5 | -4.5 | 4 | 2
O=C(Nc1ccccc1)N1CCSCC1 | -1.7 | 94 | 1 | -3 | 3 | 2 | -1.8 | 17 | 28
Cc1ccc(S(=O)(=O)N2CCN(c3cccc(C)c3)CC2)cc1 | 1.5 | 108 | -4 | -30 | -12 | 1 | -1.0 | -9 | -140
C[n+]1ccccc1/C=C/c1ccc(F)c(F)c1 | -1.3 | 101 | 0 | 0 | -6 | 2 | -2.2 | 5 | -13
Fc1cccc(NC(=S)N2CCc3ccccc32)c1 | -3.3 | 98 | 3 | -9 | -12 | 9 | -1.9 | -2 | 51
OCCC1CN(Cc2ccc3nsnc3c2)CCN1C1CCCCC1 (stereo not given) | -1.7 | 106 | 1 | 3 | -9 | 12 | -0.9 | 20 | 37
CC(NC(=O)C1(C)CC1(Br)Br)C(C)(C)C (stereo not given) | -5.0 | 97 | 4 | -1 | -14 | -2 | -2.2 | -4 | -32
O=C(CSc1nccc(=O)[nH]1)Nc1ccc(S(=O)(=O)N2CCOCC2)cc1 | -3.6 | 67 | 5 | 0 | -1 | 4 | -3.4 | 31 | -12
O=C(NCc1ccccc1OC(F)(F)F)C1CCC(=O)N(Cc2cccc(F)c2)C1 (stereo not given) | 0.6 | 101 | 0 | -17 | 0 | -3 | -1.3 | -6 | 11
Cc1ccc2nc(NC(=O)c3ccc(S(=O)(=O)N4CCCc5ccccc54)cc3)sc2c1 | 0.5 | 88 | -3 | 8 | -11 | -6 | -1.0 | 32 | -15
Cc1cc(C)cc(N2C(=O)CC(Sc3ccccc3C(=O)O)C2=O)c1 (stereo not given) | -1.0 | 104 | 3 | -6 | -4 | -13 | -0.5 | 12 | -14
Cc1ccnc(SCc2cc(=O)c(OC(=O)c3cc([N+](=O)[O-])ccc3Cl)co2)n1 | 0.7 | 114 | 4 | 3 | -8 | 3 | -1.5 | 2 | 5
COc1ccc(OC)c(NC(=O)CN2C(=O)CSc3ccc(S(=O)(=O)N4CCCC4)cc32)c1 | -4.0 | 98 | 4 | -34 | 1 | 3 | -4.0 | . | 41
Cc1ccc(C(=O)C[n+]2cccc(C(N)=O)c2)cc1 | -1.6 | 99 | -1 | 1 | -5 | -1 | -3.7 | 6 | -4
CNC(=O)CSc1cnc2ccccc2n1 | -2.0 | 106 | -6 | 9 | -10 | 0 | -1.7 | 3 | 16
CCC(C)(C)NC(=O)CCCSc1nc2ccccc2[nH]1 | -2.9 | 100 | 7 | -6 | 5 | -4 | -1.7 | -20 | 20
Cc1ccc(CN2CCN(C/C=C/c3ccc(F)cc3)CC2CCO)o1 (stereo not given) | -1.5 | 72 | 8 | 4 | -5 | -4 | 0.1 | -10 | -9
CCOC(=O)c1ccc(S(=O)(=O)NCC(C)(C)N2CCOCC2)cc1 | -1.3 | 99 | 1 | -9 | -9 | -9 | -1.4 | 2 | -80
CO/N=C/c1ccc(N2CCN(C(=O)c3ccc(C)cc3)CC2)c([N+](=O)[O-])c1 | -1.5 | 105 | 11 | -30 | -4 | -15 | -1.0 | -8 | 16
S=C(N/N=C/c1ccccc1)N1CCOCC1 | -3.9 | 97 | 3 | -7 | 3 | 17 | -3.4 | -8 | -5
O=C(CC(c1ccccc1)c1ccccc1O)NCCN1CCOCC1 (stereo not given) | -4.6 | 120 | -5 | 2 | -1 | 2 | -0.5 | 2 | -3
CC(=O)Nc1ccc(NC(=O)/C(Cl)=C/c2ccccc2)cc1 | -3.0 | 99 | -2 | -12 | -10 | 5 | -2.5 | 10 | 4
CC(=O)c1cccc(NC(=O)C2CCN(S(=O)(=O)c3cccs3)CC2)c1 | -3.9 | . | -3 | -13 | -2 | -1 | -2.7 | 0 | 12

Rewritten with two lines to a compound: entries from further up.
Value order – VIM-2 inh, MEKK3 PB1 HTS, IDE act, FID counter, p-CIP stab down, HCV NS3 hel inh, IMP-1 inh, SUMO HTRF inh, PHOSPHO1 block
Cc1ccc(C(=O)C[n+]2cccc(C(N)=O)c2)cc1
→ -1.6, 99, -1, 1, -5, -1, -3.7, 6, -4
CNC(=O)CSc1cnc2ccccc2n1
→ -2.0, 106, -6, 9, -10, 0, -1.7, 3, 16
CCC(C)(C)NC(=O)CCCSc1nc2ccccc2[nH]1
→ -2.9, 100, 7, -6, 5, -4, -1.7, -20, 20
Cc1ccc(CN2CCN(C/C=C/c3ccc(F)cc3)CC2CCO)o1 (stereo not given)
→ -1.5, 72, 8, 4, -5, -4, 0.1, -10, -9
CCOC(=O)c1ccc(S(=O)(=O)NCC(C)(C)N2CCOCC2)cc1
→ -1.3, 99, 1, -9, -9, -9, -1.4, 2, -80
CO/N=C/c1ccc(N2CCN(C(=O)c3ccc(C)cc3)CC2)c([N+](=O)[O-])c1
→ -1.5, 105, 11, -30, -4, -15, -1.0, -8, 16
S=C(N/N=C/c1ccccc1)N1CCOCC1
→ -3.9, 97, 3, -7, 3, 17, -3.4, -8, -5
O=C(CC(c1ccccc1)c1ccccc1O)NCCN1CCOCC1 (stereo not given)
→ -4.6, 120, -5, 2, -1, 2, -0.5, 2, -3
CC(=O)Nc1ccc(NC(=O)/C(Cl)=C/c2ccccc2)cc1
→ -3.0, 99, -2, -12, -10, 5, -2.5, 10, 4
CC(=O)c1cccc(NC(=O)C2CCN(S(=O)(=O)c3cccs3)CC2)c1
→ -3.9, ., -3, -13, -2, -1, -2.7, 0, 12

(list continues)
SMILES | VIM-2 inh | MEKK3 PB1 HTS | IDE act | FID counter | p-CIP stab down | HCV NS3 hel inh | IMP-1 inh | SUMO HTRF inh | PHOSPHO1 block
O=C(c1ccc(N2CCNCC2)cc1)c1cccnc1 | 16* | 106 | 6 | -3 | 0 | 4 | -0.7 | 14 | -41
CCCCN1C(=O)/C(=C(/C#N)C(N)=O)c2ccccc21 | -0.2 | 146* | -3 | -1 | -6 | 2 | -2.9 | 8 | -1
O=C(CSc1nc2c(c(=O)[nH]1)CCC2)Nc1cccc(F)c1 | -2.6 | 101 | -4 | -4 | 0 | -5 | -3.0 | -8 | 15
COc1ccc(C(=O)NC2CCCCCC2)cc1S(=O)(=O)N1CCOCC1 | -4.2 | 103 | 0 | -23 | 0 | -3 | -3.4 | 8 | 37
Cc1cccc(NC(=O)[C@@H](NC(=O)[C@@H]2Cc3ccccc3CN2)C(C)C)c1 | -2.2 | 101 | -3 | 6 | -7 | -17 | -0.8 | 4 | 7
CC1CN/C(=C\C(=O)c2ccc(Cl)cc2)C(=O)N1 (stereo not given) | 0.9 | 89 | -2 | -3 | -14 | -4 | -4.5 | -4 | -3

Assay outcomes as filed in PubChem BioAssay.
